# Screens: PubChem BioAssay, Sanford-Burnham Center for Chemical Genomics
# ATG4B inh: blocks human ATG4B protease cleavage of LC3 substrate; Q9Y4P1; ATG4B cleavage of LC3-PLA2, NBD-HPC fluorescence, 1 h; inhibition, % at 8.33 µM; actives 0.51% (n = 340,000); AID 504462; in the data active = inhibition above about 40%
# SENP1 inh: SENP1 (human) catalytic domain inhibition; Q9P0U3; recombinant SENP1 catalytic domain, CyPet-SUMO1-YPet FRET cleavage; inhibition, % at 10 µM; actives 0.21% (n = 360,000); AID 624204;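 active = inhibition at least 30% at 10 µM, raw YFP signal under a set limit, fluorescence ratio 0.5 to 1.5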;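 also: 0% = enzyme with DMSO and 100% = no enzyme wells; some results filed as inactive read as strong as hits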
#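 Assay system – human recombinant His6-tagged SENP1 catalytic domain enzyme · Input – SENP1 enzyme, 20 pM final · Buffer or medium – Tris pH 8 buffer plus EDTA, NaCl, BME, BSA, NP40, catalase · Schedule – 50 min reaction at room temperature · Technique – FRET read of cyan and yellow fluorescence · Control set – no-enzyme wells low, DMSO-plus-enzyme wells high control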
# GRIN3A LBD mod: modulates the human NR3A ligand-binding domain; NR3A LBD differential scanning fluorimetry, Tm shift; 0% = protein alone, 100% = glycine-bound protein; Tm shift relative to glycine control, % at 25 µM; actives 2.5% (n = 340,000); AID 1259313;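 active = melting temperature shift of at least 10% of the positive control shift, at one fixed dose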
# SENP6 block: blocks the human protease SENP6; inhibition, % at 10 µM; Recombinant SENP6 catalytic domain, aminoluciferin luminescence; actives 1.8% (n = 330,000);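 active = inhibition above about 50% at the single tested dose, limit read from the data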;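 also: plate controls were DMSO wells with enzyme for no effect and DMSO wells lacking enzyme for full effect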
# Target sequence (Q9GZR1 628-1112 limits assumed): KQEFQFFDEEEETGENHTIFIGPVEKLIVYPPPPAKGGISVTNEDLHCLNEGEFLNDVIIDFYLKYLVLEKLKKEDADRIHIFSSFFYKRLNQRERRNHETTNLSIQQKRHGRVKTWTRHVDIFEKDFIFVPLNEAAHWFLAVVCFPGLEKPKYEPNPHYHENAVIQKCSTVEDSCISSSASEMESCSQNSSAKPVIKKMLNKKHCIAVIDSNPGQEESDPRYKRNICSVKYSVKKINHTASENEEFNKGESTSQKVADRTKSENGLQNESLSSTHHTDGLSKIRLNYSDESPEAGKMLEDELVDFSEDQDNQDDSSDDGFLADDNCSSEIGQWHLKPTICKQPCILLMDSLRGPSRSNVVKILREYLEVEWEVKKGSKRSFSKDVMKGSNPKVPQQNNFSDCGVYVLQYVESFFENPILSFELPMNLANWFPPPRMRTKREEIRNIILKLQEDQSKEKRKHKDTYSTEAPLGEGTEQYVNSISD
# hIAP activ: increases human intestinal alkaline phosphatase activity; P09923; actives 0.16% (n = 330,000); activation factor at 10 µM; purified human IAP, CDP-Star luminescence, 30 min; hits give high values; 1 = vehicle-only enzyme, 0 = enzyme-free background;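 active = activation factor of the enzyme at least 2-fold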; also: the source names both 10 and 20 µM as test concentration; values of inactives mirror those of a sister screen read the other way
# Target sequence (P09923 whole entry, looked up): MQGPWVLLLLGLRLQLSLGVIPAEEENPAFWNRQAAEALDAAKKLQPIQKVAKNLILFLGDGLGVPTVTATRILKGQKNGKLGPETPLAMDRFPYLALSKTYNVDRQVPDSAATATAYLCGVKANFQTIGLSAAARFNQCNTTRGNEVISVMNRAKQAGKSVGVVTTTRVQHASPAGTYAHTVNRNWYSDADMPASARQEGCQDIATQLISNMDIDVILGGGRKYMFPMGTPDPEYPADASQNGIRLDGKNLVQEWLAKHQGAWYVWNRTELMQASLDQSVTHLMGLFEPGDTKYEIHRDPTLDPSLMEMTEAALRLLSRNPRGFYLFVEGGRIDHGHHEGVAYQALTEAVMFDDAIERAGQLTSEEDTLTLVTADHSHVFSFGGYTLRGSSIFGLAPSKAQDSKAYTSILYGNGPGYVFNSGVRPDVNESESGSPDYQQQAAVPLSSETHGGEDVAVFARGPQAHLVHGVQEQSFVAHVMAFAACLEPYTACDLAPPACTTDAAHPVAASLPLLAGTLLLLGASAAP
# SENP8 inh: blocks human SENP8 cleavage of Nedd8 substrate | AID 602440 | Q96LD8 | actives 0.64% (n = 360,000) | recombinant SENP8, Nedd8 substrate fluorescence | inhibition, % at 20 µM; in the data active = inhibition mostly above about 40%, no sharp cut-off; inactive = mostly below about 27%
# MPTP block: blocks calcium-induced mitochondrial swelling. isolated mouse mitochondria, Ca2+ swelling absorbance, 30 min. inhibition, % at 10 µM. actives 1.4% (n = 360,000);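 active = inhibition of 50% or more, scaled per plate between neutral and stimulator controls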;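 also: 0% = DMSO wells given calcium and 100% = 1 mM EGTA wells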
# PfGluPho inh: PfG6PD (Plasmodium falciparum) enzyme inhibition; actives 0.78% (n = 350,000); inhibition, % at 20 µM; AID 504690; PfGluPho enzyme, NADPH resazurin-diaphorase fluorescence;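 active = inhibition reaching at least a set limit at 20 µM in the primary screen, cut at about 59% in these data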;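 also: 0% = DMSO wells with substrate and 100% = DMSO wells lacking glucose-6-phosphate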
# Starred values were filed as active, the others as inactive; / = no result given.
structure,ATG4B inh,SENP1 inh,GRIN3A LBD mod,SENP6 block,hIAP activ,SENP8 inh,MPTP block,PfGluPho inh
COc1ccc(NS(=O)(=O)c2cccc(C(=O)OCC(=O)NC3CC3)c2)cc1,-7,3,0,-23,1.3,-5,0.9,-4
COC(=O)c1cc(NC(=O)CSC2=NCCS2)cc(C(=O)OC)c1,-1,3,2,-2,1.1,13,-0.8,-9
CC(C)(C)n1nc2c(c1NC(=O)COc1ccc(Cl)cc1)CSC2,-12,1,0,-34,1,16,10,-4
CN(C(=O)COC(=O)c1n[nH]c(=O)c2ccccc12)c1ccccc1,-1,3,1,-1,1,14,-0.5,12
CC(=O)N1CCCc2cc(S(=O)(=O)NCCC3=CCCCC3)ccc21,-13,0,0,1,0.95,19,51*,-9
Cn1cc(S(=O)(=O)N2CCCC2)cc1C(=O)O,-3,2,2,9,1,7,-1.4,2
COc1cc(C)ccc1OCc1cc(C(=O)NC(C)Cn2cncn2)no1 (configuration not stated),-5,1,0,10,1.2,3,0.2,1
CSc1nc2ccccc2n1CC(=O)Nc1c(C)cccc1C,-1,-1,0,-14,1.1,21,-1.5,-9
Cc1csc(NC(=O)CSc2nc(C)cs2)n1,-1,-1,-3,-15,0.82,17,-0.8,-4
CC(=O)N1CCN(Cc2nc3ccc(Cl)cc3n2CCO)CC1,-3,-3,1,-22,0.96,10,-0.2,-8
Cc1c(C(=O)OC(C)C)sc2nc[nH]c(=O)c12,-12,-19,1,-2,0.91,-32,-0.4,11
C[C@@H](NC(=O)[C@@H]1Cc2ccccc2CN1)C(=O)NC1CCCC1,-2,2,0,23,0.93,-2,-0.9,-8
C=CCC[C@H](Cc1ccc(F)cc1)C(=O)OC[C@H](Cc1c[nH]c2ccccc12)NC(=O)[C@H](CC=C)CC(=O)N[C@H](CO)Cc1ccccc1,-8,-1,0,6,1.1,16,-1.5,5
Cc1ccc([C@@H]2[C@@H]3C(=O)N(C)C(=O)[C@@H]3[C@]3(C)C(=O)N(Cc4ccccn4)CC(=O)N23)o1,-1,-2,-2,36,0.97,-4,-0.7,15
C=C(C)Cn1c(SCCN2CCOCC2)nc2c1c(=O)[nH]c(=O)n2C,-2,-16,-1,-19,1,12,-0.9,-7
O=C1CCCc2[nH]nc(-c3cccnc3)c21,7,2,1,7,1,17,2.5,6
NS(=O)(=O)c1cccc(NC(=O)CSc2ncc(C(F)(F)F)cc2Cl)c1,-9,-3,-10,7,0.87,-2,0.6,-9
CC1(C(=O)Nc2ccc3c(c2)OCCO3)CC1(Cl)Cl (configuration not stated),1,-2,-1,-5,0.9,9,-0.8,1
CCCOc1cc(N)ccc1C(=O)OCCN(CC)CC,-4,1,-1,-12,1,6,-0.8,-7
O=C(Nc1nccs1)c1cccc(NC(=O)c2ccco2)c1,-10,0,-1,18,1,5,-1.4,11
Nc1nc(SCC(=O)Nc2ccccc2-c2ccccc2)n[nH]1,12,-2,-1,-14,0.76,11,2.7,5
O=C(Oc1ccc(Br)cc1C(=S)N1CCOCC1)c1ccc(F)cc1,5,2,-1,-7,1.2,12,-3.6,53
COc1cc(C(=O)N/N=C(\C)Cc2ccccc2)cc(OC)c1OC,-10,1,0,8,1.3,9,1.1,0
O=C1CCC[C@@H]2CC(Nc3ccc(F)cc3F)C[C@@H]3CCN1[C@H]23 (some centres not stated),-2,1,-2,/,/,14,-0.5,3
CCOc1ccc2[nH]c(=O)c(CN(Cc3ccc(C)cc3)C(=O)N3CCCC3)cc2c1,-20,-8,-2,11,1,-278,-0.6,0
CC(=O)c1ccccc1C(=O)N1CCC(n2nccc2NC(=O)C2CC2)CC1,5,3,1,-10,1.3,2,-1.0,7
Cc1ccc(NC(=O)c2ccccc2NC(=O)Cc2ccccc2)cc1,-10,5,-3,-5,1.2,5,0.8,19
COC(=O)c1ccc(Cl)c(NC(=O)CN2CCC(C)CC2)c1,13,-1,1,1,0.91,7,-0.5,5
Cc1cc(C)c(C)c(S(=O)(=O)N2CCN(C(=O)CNC(=O)c3ccco3)CC2)c1C,-4,1,0,-6,0.99,5,-0.4,-13
COc1ccc(CC(=O)N/N=C(\C)c2cccnc2)cc1,-14,2,1,2,0.95,6,-2.0,-2
CCC(C)CNC(=O)c1cccc(OC2CCN(CC(C)(C)C)CC2)c1 (configuration not stated),16,-8,1,/,/,38,0.6,-9
O=C(N/N=C1\CC(c2ccccc2)Oc2ccccc21)c1cccnc1 (configuration not stated),-6,-7,-1,-6,1.2,-14,1.3,-4
CCOCCCNC(=O)/C(C#N)=C/c1cc(C)c(O)c(C)c1,7,-186,-2,-11,0.83,-11,0.8,-6
O=C(NC(=O)c1cnccc1C(F)(F)F)Nc1ccccc1,-12,0,3,-2,0.98,5,1.4,-3
Cc1cc(O)c(Sc2ncn[nH]2)cc1NS(=O)(=O)c1ccc(Cl)cc1,2,2,1,0,1.1,18,0.1,22
CCc1cccc2c1Sc1ccccc1CC2N1CCNCC1 (configuration not stated),0,3,-3,-36,1.2,44*,-1.0,10
CCOC(=O)C1CCCN(C(=O)C(C)(C)Oc2ccc(Cl)cc2)C1 (configuration not stated),9,3,0,-23,1.1,1,4.3,-10
CCN(CC)C(=O)c1[nH]cnc1C(=O)N[C@H](C)c1ccccc1,7,4,0,-5,1.1,-3,-0.2,-15
O=C(CSc1nnc(-c2cccnc2)n1CCN1CCCCC1)Nc1cccc(Cl)c1,12,2,1,-4,0.95,0,-0.4,-15
COc1ccc(C(=O)C2CCN(C(=O)c3ccco3)CC2)cc1,4,0,0,-16,0.79,5,-1.0,2
O=C1C[C@@H](c2ccc(O[C@@H]3O[C@H](CO)[C@@H](O)[C@H](O)[C@H]3O)cc2)Oc2cc(O)ccc21,-9,2,-2,-19,1.1,-2,-3.0,0
Cc1cccc(NC(=O)C2CCCN(c3cnccn3)C2)c1 (configuration not stated),0,1,0,0,0.97,-356,1.1,11
COc1ccccc1C(c1c(N)n(C)c(=O)n(C)c1=O)C(C)[N+](=O)[O-] (configuration not stated),2,2,-1,-4,1.8,18,1.1,-4
Cc1cc(C)cc(C(=O)OCC(=O)N2CCCCCC2)c1,-6,0,2,9,0.82,5,-0.6,6
CN(CCO)C(=O)c1nc[nH]c1C(=O)N1CCN(C(=O)OC(C)(C)C)CC1,/,1,/,/,/,10,-1.1,5
O=C1CCCC/C1=C/NCc1ccc(F)cc1,8,-1,-5,-13,1,2,1.7,-5
COc1ccc(S(=O)(=O)N(CC(=O)Nc2ccc(S(=O)(=O)N3CCOCC3)cc2)Cc2ccc(F)cc2)cc1,-14,1,0,-2,1.1,18,4.2,8
FC(F)(F)c1ccc(CN2C[C@@H]3C(c4ccc(Cl)nc4)C4(c5cccnc5)CC3(C4)[C@H]2c2ccccc2)cc1 (some centres not stated),-11,/,-11,-7,0.95,/,/,25
CCN(Cc1ccccc1)S(=O)(=O)c1cc(C(=O)NCCCN(C)C)ccc1OC,-9,0,1,-1,1.1,14,-1.0,-10
CC(=O)Nc1ccc(NC(=O)[C@@H]2CCCN2S(=O)(=O)c2ccc3c(c2)OCCO3)cc1,-4,3,-3,0,1.2,7,1.3,14
Cc1ccc2cc(CN(CCN(C)C)C(=O)Nc3ccc(Cl)cc3)c(=O)[nH]c2c1,2,1,11*,11,1,-3,92*,7
O=c1c2c3c(sc2nc2n1CCCC2)CCCC3,-1,-30,-4,25,0.94,-13,-0.8,-20
O=C(N/N=C/c1ccncc1)c1ccccn1,-4,1,-1,15,1.1,11,-0.4,4
O=C(CSc1nnnn1-c1ccccc1)NC1CCCc2ccccc21 (configuration not stated),4,1,3,2,0.91,7,2.7,5
CCOC(=O)[C@@H]1[C@H]2COc3ccccc3[C@@H]2N2C(=O)N(c3ccc(C(F)(F)F)cc3)C(=O)[C@@]12C,-9,-1,-1,-5,0.87,12,-0.9,19
O=C(CSc1nnnn1C1CC2CCC1C2)Nc1ccnc2ccccc12 (configuration not stated),-17,2,-1,0,1.1,20,98*,-3
CCCCN1C(=O)C(=O)N(CC(=O)NC2CCCc3ccccc32)C1=O (configuration not stated),-9,-19,-1,3,0.96,-2,2.7,-11
N#Cc1c2c(c(Nc3ccc(F)cc3)n3c1nc1ccccc13)CCCC2,-4,-28,-6,/,/,-469,3.9,-12
COc1ccc(CN2CCNC(=O)C2CC(=O)N(C)CCc2cnn(C)c2)c(F)c1 (configuration not stated),22,-7,0,-9,1.1,-32,0.1,-3
COc1ccc(-c2cc3c(=O)n(CC(=O)NCc4cccnc4)ncn3n2)cc1,-20,1,-3,29,1.1,-170,-1.3,-4

# Another view of some results above:
> CN(CCO)C(=O)c1nc[nH]c1C(=O)N1CCN(C(=O)OC(C)(C)C)CC1
  ATG4B inh = /; SENP1 inh = 1; GRIN3A LBD mod = /; SENP6 block = /; hIAP activ = /; SENP8 inh = 10; MPTP block = -1.1; PfGluPho inh = 5
> O=C(CSc1nnnn1-c1ccccc1)NC1CCCc2ccccc21 (configuration not stated)
  ATG4B inh = 4; SENP1 inh = 1; GRIN3A LBD mod = 3; SENP6 block = 2; hIAP activ = 0.91; SENP8 inh = 7; MPTP block = 2.7; PfGluPho inh = 5
> CCOC(=O)[C@@H]1[C@H]2COc3ccccc3[C@@H]2N2C(=O)N(c3ccc(C(F)(F)F)cc3)C(=O)[C@@]12C
  ATG4B inh = -9; SENP1 inh = -1; GRIN3A LBD mod = -1; SENP6 block = -5; hIAP activ = 0.87; SENP8 inh = 12; MPTP block = -0.9; PfGluPho inh = 19
> O=C1CCCC/C1=C/NCc1ccc(F)cc1
  ATG4B inh = 8; SENP1 inh = -1; GRIN3A LBD mod = -5; SENP6 block = -13; hIAP activ = 1; SENP8 inh = 2; MPTP block = 1.7; PfGluPho inh = -5

# Carrying on:
structure,ATG4B inh,SENP1 inh,GRIN3A LBD mod,SENP6 block,hIAP activ,SENP8 inh,MPTP block,PfGluPho inh
C[C@H]1CN(S(=O)C(C)(C)C)[C@@H](CCO)/C1=C\CCO (some centres not stated),2,-1,0,/,/,10,-0.5,-3
Cc1ncc([N+](=O)[O-])n1Cc1cccc(F)c1,-13,1,-2,-2,1.1,3,3.1,-10
CC1CCCC(C)N1C(=O)CCN1C(=O)C2C3C=CC(C3)C2C1=O (configuration not stated),-1,0,0,2,1,6,-1.2,24
Cc1ccc(-c2cc(C(F)F)n3ncc(C(=O)NCc4ccco4)c3n2)cc1,0,-24,-2,4,0.9,-496,-2.2,-17
COc1cc(CCC(=O)OCC(=O)NCc2ccccc2)cc(OC)c1OC,2,0,0,-4,0.91,10,-1.0,-14
Cc1cc(NC(=O)c2cnn3cccnc23)nn1CC(=O)Nc1cccnc1,-4,-1,1,-24,1,12,-0.5,-2
CCCC(c1nnnn1CCOC)N1CCN(C(=O)c2ccco2)CC1 (configuration not stated),-4,-3,-11,-2,1.8,10,-6.8,-1
CC(C)C(=O)NNC(=O)CN1CCN(c2nc(-c3ccccc3)cs2)CC1,-24,1,0,-11,1.6,-4,0.9,4
CCOC(=O)C1=C(c2ccc(O)cc2)NC(=O)NC1C (configuration not stated),-7,0,0,7,0.86,14,3.1,-4
CC(=O)COc1ncnc2c(Cl)cc(Cl)cc12,-9,0,1,9,0.95,-1,1.4,16
Cc1cc(-c2nnc(SCC(=O)c3ccc4c(c3)OCCO4)o2)no1,-1,0,0,-21,1.1,11,-1.0,-16
COc1ccc(-c2ccc3c(c2)S(=O)(=O)c2cccc(C(=O)NCCOc4ccccc4)c2C3=O)cc1OC,-1,59*,0,-8,0.89,-10,-0.4,-9
CC(C)c1ccccc1NC(=O)CN1C(=O)c2ccccc2C1=O,1,0,0,0,0.85,21,-0.6,17
CCCNC(=O)COc1coc(CN2CCN(Cc3ccccc3)CC2)cc1=O,6,1,0,9,0.82,9,-0.8,-5
O=C(Nc1ccccc1C(=O)N1CCOCC1)c1ccc(CSc2ccccc2)cc1,-11,0,-1,-5,1.1,-3,-2.1,19
